Compound activity from PubChem.
Shn3 3UTR inh – reduction of Shn3 3'UTR firefly luciferase signal, primary screen, Schnurri-3 inhibitor project, cell-based, Clone20 osteoblasts, set 2 | Clone20 osteoblast Shn3 3'UTR firefly luciferase, 24 h | hit rate 0.52% among 360,000 | inhibition, % at 12.5 µM;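 active = mean inhibition of at least 75% with every replicate also reaching 75%; inconclusive = mean inhibition at least 75% but some replicate below; inactive = mean inhibition below 75%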;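 note: 0% = median of neutral control wells and 100% = pilot-screen positive control compound; some compounds past the cut are filed as inactive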
HIF-2a block – HIF-2a reporter inhibitors, primary screen, luminescence, 786-0 RCC cells; 786-0 RCC cells HIF-2a reporter, luciferase luminescence, overnight; inhibition, % at 18.8 µM; hit rate 0.72% among 360,000; AID 624352, 2012;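 active = inhibition of the luminescence signal of 40% or more relative to plate controls, in a single-dose primary screen at 18.75 µM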
NR2E3 ag-1 – inhibitors of NR2E3-RetCOR corepressor binding, primary screen, NR2E3 agonist project, biochemical, TR-FRET, GST-NR2E3, biotin-RetCOR; Photoreceptor-specific nuclear receptor (Homo sapiens), Q9Y5X4; 1536-well; inhibition of corepressor binding, % at 4.78 µM; hit rate 0.12% among 320,000; AID 2300, 2010;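 active = percent inhibition above the cutoff of mean plus 3 SD of all tested compounds, set per screening campaign, cut at about 20% in these data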;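 note: 0% = DMSO wells and 100% = biotin wells as full block of FRET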
Target sequence (Q9Y5X4 whole entry, looked up): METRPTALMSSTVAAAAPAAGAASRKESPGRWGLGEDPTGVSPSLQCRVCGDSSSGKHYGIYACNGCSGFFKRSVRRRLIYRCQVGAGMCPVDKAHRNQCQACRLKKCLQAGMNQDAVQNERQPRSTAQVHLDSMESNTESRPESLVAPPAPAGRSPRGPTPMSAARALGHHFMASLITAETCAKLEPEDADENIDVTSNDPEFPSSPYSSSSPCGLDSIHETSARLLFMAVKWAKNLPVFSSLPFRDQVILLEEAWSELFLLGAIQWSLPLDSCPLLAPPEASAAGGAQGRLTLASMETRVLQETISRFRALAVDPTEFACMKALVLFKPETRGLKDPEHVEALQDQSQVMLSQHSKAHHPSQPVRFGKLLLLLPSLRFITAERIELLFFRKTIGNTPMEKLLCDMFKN
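Material: NR2E3–RetCOR corepressor complex / Amount: 1.35 nM GST-NR2E3 / Medium: Tris pH 7.5 / Compound: single nominal compound dose of 4.8 µM / Incubation: 5 h at 4 °C / Technique: TR-FRET, Eu(K)-anti-GST donor, streptavidin-D2 acceptor, ex 340, em 617/671 nm / Read-out basis: percent loss of FRET ratio relative to control wells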
CaV13 FRET inh – Primary screen for inhibitors of IQ motif and Ca2+-dependent inactivation inhibitor domain binding in CACNA1D, Förster resonance energy transfer in living cells, … | hit rate 0.098% among 340,000 | AID 743397 | HEK cells, CFP/YFP FRET ICDI-IQ, plate reader, 10 min; percent FRET-ratio fall versus neutral wells | inhibition, % at 12.3 µM;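 active = mean replicate inhibition of at least 30% and at least 1% of replicates passing that level; inconclusive = only one of the two criteria is met; inactive = neither criterion is met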;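 note: 0% = median of the neutral control wells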
TRPM1 prom inh – inhibitors of MITF-dependent TRPM1 promoter reporter, primary screen, cell-based, SK-MEL-5, single point, luciferase; hit rate 0.83% among 330,000; inhibition, % at 12.5 µM; SK-MEL-5 TRPM1 promoter luciferase, 24 h;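 active = mean inhibition across replicates of 60% or more, whatever share of single replicates reaches that level; inconclusive = some that reach 60%, reason not given; inactive = mean inhibition across replicates below 60%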; note: values of inactives mirror those of a sister screen read the other way
NR2E3 ag-2 – NR2E3 agonists in two-hybrid cells, primary screen, cell-based, luminescence, CHO-S, Gal4-NCOR/VP16-NR2E3; AID 602229, 2012; inhibition of corepressor binding, % at 3.98 µM; hit rate 0.35% among 360,000; luciferase; Photoreceptor-specific nuclear receptor (Homo sapiens), Q9Y5X4;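 active = inhibition above the mean of all tested compounds plus 3 SD, cut at about 70% in these data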;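 note: 0% = DMSO with NR2E3 transfected cells and 100% = cells lacking NR2E3 construct; higher means lower luciferase signal from less NR2E3 corepressor binding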
PDI turbidity – inhibitors of human PDI, primary screen, biochemical, turbidity, single point, plate reader. hit rate 0.052% among 350,000. inhibition, % at 10 µM. PDI insulin aggregation turbidity, A650, 90 min. Protein disulfide-isomerase (Homo sapiens), P07237;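 active = mean inhibition across replicates of 30% or more, whatever share of single replicates reach that level; inconclusive = mean inhibition below 30% while every single replicate reaches 30%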;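 note: absorbance from insulin aggregation driven by PDI reduction with DTT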
Target sequence (P07237 whole entry, looked up): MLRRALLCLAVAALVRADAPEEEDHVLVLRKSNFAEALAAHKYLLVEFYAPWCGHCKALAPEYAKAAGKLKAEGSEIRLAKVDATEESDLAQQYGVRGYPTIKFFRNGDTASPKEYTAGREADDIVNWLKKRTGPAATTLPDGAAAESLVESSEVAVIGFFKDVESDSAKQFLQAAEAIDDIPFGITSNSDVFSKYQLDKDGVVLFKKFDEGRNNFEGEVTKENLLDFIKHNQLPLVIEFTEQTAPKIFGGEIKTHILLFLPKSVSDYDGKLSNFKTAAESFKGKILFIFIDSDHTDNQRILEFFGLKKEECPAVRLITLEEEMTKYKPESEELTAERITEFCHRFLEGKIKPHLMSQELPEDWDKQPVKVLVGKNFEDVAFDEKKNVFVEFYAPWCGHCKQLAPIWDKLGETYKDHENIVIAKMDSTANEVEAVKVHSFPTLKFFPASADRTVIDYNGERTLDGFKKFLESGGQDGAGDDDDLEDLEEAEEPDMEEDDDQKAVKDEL
CF NFkB block – inhibitors of PAF-induced NF-kB signaling, primary screen, cell-based, GFP fluorescence, uHTS. hit rate 0.86% among 360,000. KKLEB NF-kB-GFP reporter, GFP fluorescence overnight. AID 588850, 2011. inhibition, % at 5 µM;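 active = at least 50% inhibition at 5 µM, scaled per plate between neutral and stimulator controls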;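 note: PAF is a Pseudomonas aeruginosa culture filtrate used as stimulus; plate controls were PAF-stimulated DMSO wells for no effect and unstimulated DMSO wells for full effect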
Vif inh – HIV Vif self-association inhibitors, primary screen, imaging, HEK293T, single point | inhibition, % at 7.49 µM | hit rate 0.35% among 340,000 | HEK293T cells, Vif self-association by quenched fluorescence, 24 h | AID 602346, 2012; in the data active = inhibition above about 50%, passing the limit was not always enough; inconclusive = no clear call, values can overlap the other calls; inactive = below about 31%; note: some results filed as inactive read as strong as hits
KKLEB cytotox – cytotoxicity in KKLEB CF airway cells, primary screen, cytotoxicity control for CF NF-kB inhibitor project, cell-based, uHTS, fluorescence assay plates; KKLEB CF airway cells viability, ATPlite luminescence, overnight; hits give low values; cells stimulated with P. aeruginosa culture filtrate; activity change (cytotoxicity), % at 5 µM; hit rate 0.36% among 360,000;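 active = corrected activity change at or below -50% at 5 µM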
Peg3 promoter – Peg3 promoter-driven luciferase inhibitors, primary screen, cell-based, HeLa, luciferase luminescence; inhibition, % at 20 µM; HeLa PEG-Prom luciferase reporter, overnight; hit rate 1.7% among 360,000;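 active = inhibition of at least 50% at 20 µM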
* = called active by the depositor; u = inconclusive; x = no result given.

Start of the listing, in advance:
SMILES	Shn3 3UTR inh	HIF-2a block	NR2E3 ag-1	CaV13 FRET inh	TRPM1 prom inh	NR2E3 ag-2	PDI turbidity	CF NFkB block	Vif inh	KKLEB cytotox	Peg3 promoter
O=C(CN1CCOCC1)Nc1ccc(N2CCN(c3ccccc3)CC2)c(F)c1	9	10	5	4	12	10	-2	-9	-7	-9	23
O=C1CSC(c2ccccn2)N1c1ccc2ccccc2c1 (configuration not stated)	-26	-48	4	-4	14	-16	5	-1	-3	2	20

This part in full, from the first entry:
SMILES	Shn3 3UTR inh	HIF-2a block	NR2E3 ag-1	CaV13 FRET inh	TRPM1 prom inh	NR2E3 ag-2	PDI turbidity	CF NFkB block	Vif inh	KKLEB cytotox	Peg3 promoter
O=C(CN1CCOCC1)Nc1ccc(N2CCN(c3ccccc3)CC2)c(F)c1	9	10	5	4	12	10	-2	-9	-7	-9	23
O=C1CSC(c2ccccn2)N1c1ccc2ccccc2c1 (configuration not stated)	-26	-48	4	-4	14	-16	5	-1	-3	2	20
Cc1cc(C)c(OCCCn2ccnc2)c(C)c1	0	16	x	-4	1	-9	-3	-4	5	-2	21
CCC(C)NC(=O)c1ccc2c(SCC(=O)O)c3c(nc2c1)CCCC3 (configuration not stated)	-17	12	0	-3	-5	-23	-10	-18	-11	-3	6
COc1ccc(/C=C/C(=O)Nc2nonc2NC(C)=O)cc1	-47	-148	1	-6	-30	-9	-3	17	-2	2	-182
C=CCc1ccc(OCCN2CCc3ccccc3C2)c(OC)c1	-8	-70	2	7	7	13	-1	-3	-4	-2	-30
OC(COc1ccc2c(c1)OCO2)CN1CCCCC1 (configuration not stated)	45	2	1	-5	-5	-8	3	5	-2	3	-5
Cc1cc2ccccc2cc1CN1CCOCC1	-4	5	-3	-4	-1	5	2	-4	31	13	6
O=C1CCCN1CC(O)CS(=O)(=O)c1ccccc1 (configuration not stated)	-7	18	-3	-6	0	-8	11	-12	14	4	9
O=C(NC1CCCCNC1=O)c1ccccc1 (configuration not stated)	x	-4	-1	-4	8	-9	9	-24	3	2	-9
COc1cc2c3c(c1)C(C)=CC(C)(C)N3C(=O)C2=O	-16	11	2	-3	14	-17	-3	31	-3	-4	13
CCCCC1=CC2=CC(=O)C(C)(OC(=O)CC)C(=O)C2=CN1Cc1ccc(OC)cc1 (configuration not stated)	11	3	6	-6	19	-33	1	2	-3	-5	-11
COc1cc(/C=N/NC(=O)c2sc3nc(C)cc(C)c3c2N)ccc1O	-1	-29	-1	-16	-18	-13	1	35	-5	-28	35
N=C1/C(=C\c2ccc(-c3cc(Cl)cc(Cl)c3)o2)C(=O)N=C2SC=C(c3ccccc3)N12	-24	-2	3	-3	-8	-9	-16	-16	2	14	-20
Cc1nc2c(OCc3ccc(C(F)(F)F)cc3)cccn2c1N(C)C(=O)CCC1CCCC1	39	1	x	-6	x	25	3	-13	-9	-10	33
Cc1ccc(NC(=O)c2cc(S(=O)(=O)N3CCCCC3)c[nH]2)cc1C	11	17	0	-5	-7	-7	-11	20	11	-13	21
CN(C)c1ccc(/C=C(/NC(=O)c2ccccc2Cl)C(=O)NCCN2CCOCC2)cc1	9	-13	-3	-6	15	10	6	-34	1	0	-9
Cc1ccc(N(C(=O)C2CCC(=O)N2)C2(C(=O)NC3CCCC3)CCCCC2)cc1 (configuration not stated)	3	13	1	-5	-2	-5	15	-4	x	1	-2
O=C(c1ccc2c(c1)OCO2)N1CCCC(c2ccccc2)C1 (configuration not stated)	3	-36	4	-8	-10	-43	-7	7	-4	-5	-40
CCOC(=O)[C@H](CCc1ccccc1)N[C@H]1CCc2ccccc2N(CC(=O)O)C1=O	-33	2	1	-4	-2	-17	-9	8	-10	-2	5
O=C(c1ccco1)N1CCN(Cc2nc3ccc([N+](=O)[O-])cc3c(=O)n2-c2ccccc2F)CC1	13	12	-3	-6	14	-10	-3	-19	-3	-9	24
CCOc1cc(C(c2c(C)[nH][nH]c2=O)c2c(C)[nH][nH]c2=O)ccc1O	-11	6	0	-5	0	8	0	-10	2	9	11
FC(F)(F)c1cc(CCN2C(=S)NC[C@@H]2Cc2ccccc2)cc(C(F)(F)F)c1	-6	-1	-2	-10	-1	37	3	15	-6	-38	0
COC(=O)c1ccccc1NC(=O)CSc1nc(O)c(-c2ccccc2)c(=O)[nH]1	-10	14	-1	-6	-11	3	8	8	7	15	8
O=C(Nc1ccc2[nH]c(=O)[nH]c2c1)c1ccc(Cl)c(Cl)c1	1	2	-2	-2	16	7	1	18	1	-6	1
CC(C)NC(=O)NC(=O)COC(=O)c1ccc(S(=O)(=O)NCc2ccco2)cc1	10	9	-1	-2	6	-40	-5	4	-2	-1	5
COc1ccccc1NS(=O)(=O)c1ccc(C(=O)NCC(c2cccs2)N2CCOCC2)cc1 (configuration not stated)	6	-5	x	-5	6	10	-1	-14	9	11	14
Cc1ccc(C(=O)N/N=C\c2sccc2C)cn1	-20	-153	3	-9	-38	-23	24	8	x	6	-150
CS(=O)(=O)C1=NSC2=NC(=O)/C(=C\c3ccc(OC(=O)c4ccco4)c(Br)c3)C(=N)N21	-1	6	4	-3	10	1	5	-15	-3	22	16
Cc1cc(C(=O)OCC(=O)c2cccc([N+](=O)[O-])c2)c2cccc(C)c2n1	8	7	1	0	5	-15	12	1	0	6	3

3 compounds from above, ordered by the number in CaV13 FRET inh, largest number first.
Compound,CaV13 FRET inh
Cc1cc(C(=O)OCC(=O)c2cccc([N+](=O)[O-])c2)c2cccc(C)c2n1,0
CCOC(=O)[C@H](CCc1ccccc1)N[C@H]1CCc2ccccc2N(CC(=O)O)C1=O,-4
CCOc1cc(C(c2c(C)[nH][nH]c2=O)c2c(C)[nH][nH]c2=O)ccc1O,-5

Six entries picked at random from those above, as already listed:
SMILES	Shn3 3UTR inh	HIF-2a block	NR2E3 ag-1	CaV13 FRET inh	TRPM1 prom inh	NR2E3 ag-2	PDI turbidity	CF NFkB block	Vif inh	KKLEB cytotox	Peg3 promoter
O=C(Nc1ccc2[nH]c(=O)[nH]c2c1)c1ccc(Cl)c(Cl)c1	1	2	-2	-2	16	7	1	18	1	-6	1
FC(F)(F)c1cc(CCN2C(=S)NC[C@@H]2Cc2ccccc2)cc(C(F)(F)F)c1	-6	-1	-2	-10	-1	37	3	15	-6	-38	0
Cc1ccc(C(=O)N/N=C\c2sccc2C)cn1	-20	-153	3	-9	-38	-23	24	8	x	6	-150
CC(C)NC(=O)NC(=O)COC(=O)c1ccc(S(=O)(=O)NCc2ccco2)cc1	10	9	-1	-2	6	-40	-5	4	-2	-1	5
Cc1cc(C(=O)OCC(=O)c2cccc([N+](=O)[O-])c2)c2cccc(C)c2n1	8	7	1	0	5	-15	12	1	0	6	3
CN(C)c1ccc(/C=C(/NC(=O)c2ccccc2Cl)C(=O)NCCN2CCOCC2)cc1	9	-13	-3	-6	15	10	6	-34	1	0	-9

(more compounds)
SMILES	Shn3 3UTR inh	HIF-2a block	NR2E3 ag-1	CaV13 FRET inh	TRPM1 prom inh	NR2E3 ag-2	PDI turbidity	CF NFkB block	Vif inh	KKLEB cytotox	Peg3 promoter
CC(=O)NCC(=O)OCC(=O)Nc1ccc(C(C)=O)cc1	7	1	1	-3	1	11	10	18	1	-3	4
CC1=C(c2ccccc2)CCC1=O	17	7	-2	-11	-1	-1	3	-7	-2	12	-4
CC12CC3(C)CC(C)(C1)CC(C(=O)NC(=S)NC(C)(C)C)(C2)C3	15	15	2	-18	-6	30	12	-4	x	-1	21
O=C(Nc1ccc(N2CCOCC2)c(Cl)c1)c1ccc([N+](=O)[O-])o1	81	81*	x	2	u	6	2	74*	-2	-21	106*
O=C(O)CCCn1nc(-c2ccccc2)c2ccccc21	7	12	1	-6	x	-5	x	-37	x	7	8
C[N+]1(CC(=O)Nc2ccc(F)cc2)CCN(C(=O)c2ccco2)CC1	3	14	3	-4	12	22	-2	-18	8	11	5
O=C(CCC(=O)Nc1ccccc1)NNS(=O)(=O)c1ccc(Cl)cc1	0	-2	x	x	-5	-4	4	-8	-5	-4	6
CCC(NS(=O)(=O)c1ccc(C)cc1)C(=O)N1CCC2(O)CCCCC2C1 (configuration not stated)	-8	9	1	-5	3	-16	1	-3	3	3	5
COc1cc(C(=O)NCC2CCCCC2)ccc1OCc1c(C)noc1C	7	15	0	-5	-8	-4	-74	-2	-1	-13	10
N#Cc1c(NC(=O)CSc2nc(-c3ccccc3)cc(C(F)(F)F)n2)sc2c1CCC2	19	10	1	-4	3	-10	2	6	-1	-21	5
CCCCC(CC)C(=O)Oc1ccc(O)c(C(C)(C)C)c1 (configuration not stated)	2	-1	-1	-5	2	14	-3	9	1	-1	17
O=C(Nc1ccc(SC(F)F)cc1)C1CC(=O)N(Cc2ccccc2)C1 (configuration not stated)	5	-29	1	-3	-4	-24	0	13	x	-10	-56
Fc1ccc2[nH]c3c(c2c1)CN(C(=S)NCc1ccccc1)CC3	0	17	-2	-4	4	-7	-12	-11	-1	-5	3
COc1cc(CNC(=O)Nc2nnc([C@@H]3C[C@H](O)[C@@H](CO)O3)s2)cc(OC)c1OC	14	5	x	-5	x	-15	5	10	-3	-2	22
CC(C)C(O)(C#CCN1CCCC1)c1ccccc1 (configuration not stated)	-8	19	1	x	2	-5	-2	8	-1	-3	5
O=C(Nc1ccccc1OC(F)F)c1oc2ccccc2c1COc1ccccc1	-5	-25	6	-6	-16	5	-9	20	-2	-16	0
CC(C)CCNC(=O)/C=C/c1ccc(Br)cc1	-43	-188	1	-5	-25	-83	-3	11	2	-2	-176
Oc1c(CN2CCCC2)cc(COCc2ccccc2)c2cccnc12	86*	0	x	8	74*	-15	21	14	-19	-14	26
